# TDP1 cell CPT: qHTS for Inhibitors of human tyrosyl-DNA phosphodiesterase 1 (TDP1): qHTS in cells in presence of CPT; chicken DT40 Tdp1-/-;hTDP1 cells + 20 nM CPT, ATP luminescence, 48 h; Potency, µM (doses to about 46.2 µM), for inactives: at the top dose activity change, negative = growth inhibition, actives largely listed as inhibitors; hit rate 12% among 420,000; AID 686979, 2013; further: nearly all actives have a fitted effect of over 55% in size
#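 Chicken DT40 Tdp1-/- cells stably complemented with human TDP1 were seeded at 400 cells/well in medium containing 20 nM camptothecin, exposed to pin-transferred compounds, and grown at 37 °C for at least 48 hr. Viability was read as ATP luminescence.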
# GCN5L2 inh: qHTS Assay for Inhibitors of GCN5L2. GCN5L2 HAT assay, ThioGlo1 CoA-SH fluorescence. Histone acetyltransferase KAT2A (Homo sapiens), Q92830. Potency, µM (top dose mostly 58.9 µM), without a hit: at the top dose activity change, negative = inhibition, most hits filed as inhibitors. hit rate 0.21% among 390,000
# Target sequence (Q92830 whole entry, looked up): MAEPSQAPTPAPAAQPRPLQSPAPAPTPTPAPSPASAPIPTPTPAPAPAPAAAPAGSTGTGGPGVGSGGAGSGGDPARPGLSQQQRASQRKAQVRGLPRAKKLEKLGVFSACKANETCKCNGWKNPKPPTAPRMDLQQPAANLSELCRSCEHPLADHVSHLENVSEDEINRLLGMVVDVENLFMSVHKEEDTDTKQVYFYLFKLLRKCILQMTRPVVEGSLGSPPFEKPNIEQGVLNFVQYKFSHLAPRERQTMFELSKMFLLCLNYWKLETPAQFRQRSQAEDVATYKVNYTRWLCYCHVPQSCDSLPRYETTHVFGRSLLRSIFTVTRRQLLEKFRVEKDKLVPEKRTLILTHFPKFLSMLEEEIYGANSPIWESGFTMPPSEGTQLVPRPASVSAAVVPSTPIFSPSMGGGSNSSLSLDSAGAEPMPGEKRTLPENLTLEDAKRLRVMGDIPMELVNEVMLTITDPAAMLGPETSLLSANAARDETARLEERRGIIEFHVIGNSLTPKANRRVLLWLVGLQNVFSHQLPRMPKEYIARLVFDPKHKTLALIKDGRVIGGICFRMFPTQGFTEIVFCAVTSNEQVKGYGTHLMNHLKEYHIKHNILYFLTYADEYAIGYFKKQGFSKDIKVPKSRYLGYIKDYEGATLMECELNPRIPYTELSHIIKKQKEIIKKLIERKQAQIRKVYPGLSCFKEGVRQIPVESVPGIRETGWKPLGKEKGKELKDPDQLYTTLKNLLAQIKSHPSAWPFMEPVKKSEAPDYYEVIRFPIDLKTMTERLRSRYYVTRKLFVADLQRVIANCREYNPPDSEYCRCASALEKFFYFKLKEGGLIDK
#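 Titration-based screen in which CoA formation is detected via maleimide probe ThioGlo1 (50uM) turning fluorescent on thiol reaction; substrates H3(1-25) 75uM and acetyl-CoA 70uM, GCN5L2 20nM, 20 min incubation at room temperature.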
# TDP1 cell noCPT: qHTS for Inhibitors of human tyrosyl-DNA phosphodiesterase 1 (TDP1): qHTS in cells in absence of CPT; DT40 Tdp1-/- hTDP1 cells, no CPT, ATP luminescence, 48 h; hit rate 15% among 420,000; AID 686978, 2013; Potency, µM (doses to about 46.2 µM), for inactives: at the highest dose activity change, negative = growth inhibition, usual class: inhibitors; further: nearly all actives have a fitted effect of over 55% in size
#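 Stably hTDP1-transfected Tdp1-null chicken DT40 cells were treated with library compounds minus camptothecin and grown for at least 48 hr at 37 °C, after which cellular ATP was quantified by luminescence.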
# * marks the source's active call; other numbers are inactive results; ? = inconclusive; · = not tested or not shown; [ ] = dose if it differs, or a comment. The call rests on the fitted dose curve; in most records, active means well fitted curve in the direction sought with a large enough effect; inconclusive means small, poorly fitted or top-dose-only effect, or another doubt; inactive means no such curve, though single readings can be large; an effect the other way counts as inactive or inconclusive. On the % scale 0 is the no-effect control and ±100 the full control effect; potency means the concentration at half of the fitted maximal effect.
# Order of values – TDP1 cell CPT | GCN5L2 inh | TDP1 cell noCPT
1. CC1CCN(S(=O)(=O)c2ccc3c(c2)c(=O)c(C(=O)NCc2cccs2)cn3C)CC1
  ? | -3% | ?
2. O=C(CC(C(=O)O)c1ccc(Cl)cc1Cl)c1ccc(Cl)cc1 (configuration not stated)
  1% | -1% | 13%
3. Cc1cc(NC(=O)C2CCN(S(=O)(=O)c3cnc[nH]3)CC2)ccc1Br
  -13% | -1% | ?
4. COc1ccc(OC)c(S(=O)(=O)N2Cc3ccccc3CC2C(=O)O)c1 (configuration not stated)
  -5% | -17% | -9%
5. NC(=O)Cc1ccc(OCc2nn[nH]n2)cc1
  0% | · | 12%
6. CCCCN1CC(COCc2ccccc2)Oc2cccc(Oc3ccccc3)c2S1(=O)=O (configuration not stated)
  ? | · | 18µM*
7. COc1cc(/C=C2\C(=N)N3N=C(S(C)(=O)=O)SC3=NC2=O)ccc1OC(=O)c1ccco1
  3% | -18% | -19%
8. O=C(NCCC1=CCCCC1)C1CCN(S(=O)(=O)c2ccccc2C(F)(F)F)CC1
  ? | -8% | ?
9. COc1cc(/C=C/C(=O)OCC(=O)Nc2sc3c(c2C#N)CCC(C)C3)ccc1OCC#N (configuration not stated)
  -29% | -10% | ?
10. CCc1cc(C(=O)N2CCCC(C(=O)c3ccc(OC)c(F)c3)C2)n(C)n1 (configuration not stated)
  ? | -4% | ?
11. CCOC(=O)N1CCN(CCc2ccccc2)CC1
  3% | 2% | -13%
12. Cc1ccccc1C(=O)N1CCN(C(c2ccccc2)c2ccccc2)CC1
  ? | -4% | 23µM*
13. Cc1ccc(NC(=O)c2ccco2)c(NC(=O)C2CCCO2)c1 (configuration not stated)
  -13% | -10% | 0%
14. O=C(CSc1ccccc1)Nc1cccc(S(=O)(=O)N2CCCCC2)c1
  ? | -13% | ?
15. CC1=C(C(=O)OC(C)C)C(c2ccccc2Cl)CC(=O)N1 (configuration not stated)
  21µM* | -13% | 12µM*
16. Cc1ccccc1OCCC(=O)OCC(=O)NC(=O)c1ccccc1
  -1% | -5% | -6%
17. NC(=O)C1CCN(C(=O)C(=O)c2cn(CC(=O)N3CCCCCC3)c3ccccc23)CC1
  -10% | -4% | 22%
18. CCOC(=O)[C@]12CCC=C1N(Cc1cccc3ccccc13)C(=O)[C@H](CC(=O)NCc1ccc(OC)c(OC)c1)C2
  ? | · | 16µM*
19. CC(C)OC(=O)c1cccnc1SCc1cc(=O)n2ccccc2n1
  -19% | 2% | -28%
20. Cc1cc(C)c(C(=O)COc2cccnc2[N+](=O)[O-])cc1C
  4.1µM* | -14% | 5.8µM*
21. Cc1ccc(CSCCC(=O)N2CCN(c3cc(C)ccc3C)CC2)cc1
  23µM* | -7% | 13µM*
22. c1ccc(CN2CCOCCOCCOCCOCCOCCOCC2)cc1
  -2% | -4% | -1%
23. Cc1ccc(C)c(S(=O)(=O)n2nc(C)c(S(=O)(=O)N3CCC(C)CC3)c2C)c1
  -7% | -2% | -23%
24. O=C(c1cccc([N+](=O)[O-])c1)N1CCN(C(=O)c2ccco2)CC1
  3% | -12% | -9%
25. Cc1cc(Cl)ccc1OCCCC(=O)NCCN1C(=O)S/C(=C\c2cccnc2)C1=O
  ? | 87%[activator] | 16µM*
26. CCN1C(=O)C(=O)N(CC(=O)Nc2ccccc2OC(F)F)C1=O
  8% | -3% | -15%
27. CCCCCCP(=O)(O)c1ccccc1
  17% | -29% | 4%
28. Cc1nc(SCC(=O)NCCN2C(=O)CSC2=O)nc(C)c1C
  -1% | -5% | 2%
29. CCN(CC)S(=O)(=O)c1cccc(NC(=O)COC(=O)CCc2nc3ccccc3s2)c1
  -17% | -11% | 0%
30. COc1ccc(C(=O)c2ccccc2)c(OCC(=O)N(C)C)c1
  -6% | -7% | -10%
31. Cc1cc(C(=O)O)c(CCCN)s1
  0% | -2% | 3%
32. CCc1ccccc1OCC(=O)Nc1nc(-c2cccnc2)cs1
  3.3µM* | -7% | 3.3µM*
33. Cc1cc(SCC(=O)N2CCCC2=O)nc2ccccc12
  11% | 2% | -6%
34. COc1cc(C#N)ccc1OCC(=O)NCc1cccs1
  0% | -2% | 7%
35. COc1ccc(C(=O)N2CC(c3ccc(Cl)cc3)CC2=O)cc1 (configuration not stated)
  -1% | · | -20%
36. CCS(=O)(=O)c1ncc(Cl)c(C(=O)NCc2ccc(OC)cc2)n1
  1.6µM* | 3% | -100%
37. COc1ccc(Nc2ncc(C(=O)N3CCN(c4ccccc4OC)CC3)c3ccccc23)cc1
  13µM* | ? | 5.8µM*
38. Cc1ccc(Cl)cc1NC(=O)CCn1cnc2ccccc2c1=O
  11% | -22% | -12%
39. COc1cc(C(=O)Nc2cc(C)cc(C)c2)c(-n2cnnn2)cc1OC
  -1% | -2% | -3%
40. O=C1ON=C(c2ccc(Cl)cc2)/C1=C/c1ccc(O)cc1
  7.3µM* | ? | 12µM*
41. O=C1/C(=C/c2ccccc2)Oc2cc(OC(=O)N3CCOCC3)ccc21
  ? | -10% | ?
42. CCCSc1nc(=O)n2cccc(C)c2n1
  -11% | -22% | -12%
43. COc1ccc(N(C(=O)c2ccncc2)S(=O)(=O)c2ccc(OC)c(OC)c2)cc1
  -21% | -10% | -13%
44. COc1ccc(N2CCN(C(=O)c3ccc(C)c(Cl)c3)CC2)cc1
  ? | · | 18µM*
45. Clc1cccc(CSC2=NCCCN2)c1
  6% | -4% | -2%
46. CC(C)(CO)CNc1ccn2nccc2n1
  13µM* | · | ?
47. CC(C)CC[n+]1ccn(C2=C([O-])c3ccccc3C(=O)/C2=N\S(=O)(=O)c2ccccc2)c1
  12µM* | -5% | 10µM*
48. COc1ccc(CN2C(=O)C(CC(=O)NCc3cccc4ccccc34)CC(C(=O)N3CCOCC3)=C2C)cc1 (configuration not stated)
  -13% | · | -26%
49. N#C/C(=C(/O)c1ccc([N+](=O)[O-])s1)c1nc2ccccc2[nH]1
  -87% | -11% | 1µM*
50. N#CC1=C2SCN(C3CCCCC3)CN2C(=O)CC1c1ccc(Br)cc1 (configuration not stated)
  ? | 35µM* | ?

# Reformatted: entries from further up.
no. | structure | TDP1 cell CPT | GCN5L2 inh | TDP1 cell noCPT
31 | Cc1cc(C(=O)O)c(CCCN)s1 | 0% | -2% | 3%
32 | CCc1ccccc1OCC(=O)Nc1nc(-c2cccnc2)cs1 | 3.3µM* | -7% | 3.3µM*
33 | Cc1cc(SCC(=O)N2CCCC2=O)nc2ccccc12 | 11% | 2% | -6%
34 | COc1cc(C#N)ccc1OCC(=O)NCc1cccs1 | 0% | -2% | 7%
35 | COc1ccc(C(=O)N2CC(c3ccc(Cl)cc3)CC2=O)cc1 (configuration not stated) | -1% | · | -20%
36 | CCS(=O)(=O)c1ncc(Cl)c(C(=O)NCc2ccc(OC)cc2)n1 | 1.6µM* | 3% | -100%

# Further results follow:
# Order of values – TDP1 cell CPT | GCN5L2 inh | TDP1 cell noCPT
51. Cc1cc(C)n2nc(SCc3nc4ccccc4[nH]3)nc2n1
  -1% | -2% | -18%
52. COc1cc(/C=N/n2c(-c3cc(C)[nH]n3)n[nH]c2=S)cc(OC)c1O
  -5% | -26% | ?
53. COc1cc(CO)c(Br)cc1OCC(N)=O
  14% | -2% | 0%
54. COCc1cc(C(C)=O)ccc1OC
  -4% | -9% | ?
55. O=C(C[n+]1ccccc1)N/N=C/c1c(F)cccc1Cl
  ? | 10% | ?
56. CCOc1ccccc1-n1c(SCC(=O)NCc2ccco2)nnc1-c1ccncc1
  -4% | -7% | -18%
57. CC1Oc2ccccc2N(CC(=O)c2ccccc2)C1=O (configuration not stated)
  ? | -18% | ?
58. N#CC1=C(N)Oc2n[nH]c(-c3cccs3)c2C1C1CCCCC1 (configuration not stated)
  ? | -18% | ?
59. COc1ccc(S(=O)(=O)N(C)CC(=O)N2CCOCC2)cc1Cl
  -22% | -8% | -25%
60. O=C1[C@@H]2C(c3cccnc3)=NO[C@@H]2C(=O)N1c1ccc2ccccc2c1
  6.5µM* | -16% | 18µM*
61. O=C(OCc1cc2ccccc2[nH]c1=O)c1ccccn1
  -1% | -6% | -5%
62. CCOc1ccc(NC(=O)CN(C)C(=O)Cn2c(=O)oc3ccccc32)cc1OCC
  -2% | -1% | 4%
63. Cc1ccc(C(C)NC(=O)Cc2cccs2)c(C)c1 (configuration not stated)
  ? | 1% | -13%
64. COc1ccc(CC(=O)NNC2=Nc3cccc4cccc2c34)cc1OC
  -29% | -10% | ?
65. CC1(NC(=O)N2CCCCC2)CCS(=O)(=O)C1 (configuration not stated)
  -12% | -4% | -5%
66. CCOC(=O)c1ccc(NC(=S)NCCCN2CCCC2=O)cc1
  -2% | 9% | -14%
67. COc1ccc(C(CNC(=O)C(C)Oc2ccc(Br)cc2)N2CCCC2)cc1 (configuration not stated)
  ? | -10% | ?
68. CC(C(=O)NC1CCCc2ccccc21)N1CCN(Cc2ccc3c(c2)OCO3)CC1 (configuration not stated)
  ? | 5% | ?
69. COc1ccc(OC)c2c(C)cc(N3CCCN(C)CC3)nc12
  ? | -1% | -16%
70. Cc1c([N+](=O)[O-])cc(C(=O)Nc2ccc3ncccc3c2)cc1[N+](=O)[O-]
  2% | -8% | -6%
71. COc1ccc(-n2c(Cc3cccn3C)nnc2SCC(=O)N2CCOCC2)cc1
  4% | -8% | 11%
72. Cc1ccccc1NC(=O)Cn1nc(C)c2ccccc2c1=O
  -2% | -4% | -11%
73. CCOC(=O)C1(CCOc2ccccc2)CCN(Cc2cccs2)CC1
  ? | -3% | ?
74. CCNCC(=O)N1c2ccccc2CCc2ccc(NC(C)=O)cc21
  -12% | -3% | -8%
75. COc1ccc(-n2cnc3c(sc4nccc(N(C)C)c43)c2=O)cc1
  -27% | -12% | ?
76. Cc1c(C(=O)N/N=C/c2ccoc2)cccc1[N+](=O)[O-]
  16% | 11% | 22%
77. Cc1ccc(S(=O)(=O)N2CCOCC2)cc1C(=O)N1CC(C)OC(C)C1 (configuration not stated)
  -10% | 1% | -14%
78. COc1c(Br)cc([N+](=O)[O-])c(OC)c1C(=O)NC(=O)Nc1nc(C)cc(C)n1
  4% | -20% | 0%
79. CC(C)c1ccc(C2OCCCO2)cc1
  4% | · | 3%
80. Cc1ccc2c(c1)COc1c3ccc(C(=O)N[C@@H](CO)C(C)C)cc3nn1-2
  23µM* | 7% | 18µM*

# Entries listed so far that contain two or more sulfur atoms (6):
# Order of values – TDP1 cell CPT | GCN5L2 inh | TDP1 cell noCPT
1. CC1CCN(S(=O)(=O)c2ccc3c(c2)c(=O)c(C(=O)NCc2cccs2)cn3C)CC1
  ? | -3% | ?
7. COc1cc(/C=C2\C(=N)N3N=C(S(C)(=O)=O)SC3=NC2=O)ccc1OC(=O)c1ccco1
  3% | -18% | -19%
14. O=C(CSc1ccccc1)Nc1cccc(S(=O)(=O)N2CCCCC2)c1
  ? | -13% | ?
23. Cc1ccc(C)c(S(=O)(=O)n2nc(C)c(S(=O)(=O)N3CCC(C)CC3)c2C)c1
  -7% | -2% | -23%
28. Cc1nc(SCC(=O)NCCN2C(=O)CSC2=O)nc(C)c1C
  -1% | -5% | 2%
29. CCN(CC)S(=O)(=O)c1cccc(NC(=O)COC(=O)CCc2nc3ccccc3s2)c1
  -17% | -11% | 0%

# (next part)
# Order of values – TDP1 cell CPT | GCN5L2 inh | TDP1 cell noCPT
81. CN(c1ccccc1)S(=O)(=O)c1ccc(C(=O)OCC(=O)NC(N)=O)cc1
  -9% | -12% | -15%
82. Cc1nn(C)cc1CNC(=O)c1ccc(F)cc1
  -6% | 1% | -21%
83. COc1ccccc1-n1c(CNC(=O)c2ccco2)n[nH]c1=S
  -6% | -3% | 15%
84. CCOc1ccc(C(=O)CCC(=O)Nc2cccc(S(=O)(=O)N3CCCCC3)c2)cc1
  ? | -11% | ?
85. Cc1ccc(NC(=O)COC(=O)c2ccc(F)cc2Cl)c(Br)c1
  3% | 2% | -18%
86. Cc1ccc(S(=O)(=O)N2CCN(C(=O)COC(=O)CSc3ccccc3)CC2)c(C)c1
  1% | -4% | -16%
87. O=C(N/N=C/c1ccncc1)NC12CC3CC(CC(C3)C1)C2
  -15% | -3% | ?
88. CCOC(=O)c1c(NC(=O)CN2C(=O)NC3(CCC(CC)CC3)C2=O)sc(C)c1-c1ccc(C)cc1 (configuration not stated)
  -12% | 1% | ?
89. CCOC(=O)CNC(=O)N1CCC(CCC(=O)N(C)Cc2ccccc2)CC1
  35%[activator] | -7% | 1%
90. COc1cccc(C2C(C(=O)c3ccc(C)o3)=C(O)C(=O)N2c2cc(C)on2)c1 (configuration not stated)
  23µM* | -20% | ?
91. O=C(NCCCN1CCCC1)c1ccc2c(c1)N(Cc1ccccc1F)C(=O)c1ccccc1S2=O (configuration not stated)
  -27% | -1% | ?
92. Cn1c(=O)c2cc(NC(=O)NCCc3ccccc3)ccc2n1Cc1ccc(F)cc1
  ? | · | ?
